Assay outcomes (PubChem BioAssay)
Rab9 promoter act: activates the Rab9 promoter | Huh7 Rab9 promoter-luciferase reporter, luminescence, 24 h | Potency, µM (series often up to 9.22 µM), for inactives: top-dose activation, negative = inhibition, actives largely listed as activators | actives 2.8% (n = 320,000); also: potency is read from the fitted curve at half-maximal effect; % of control where 0% means no effect; nearly all actives have a fitted effect of over 60% in size
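Promoter activation is measured as luciferase luminescence in Huh7 cells stably transfected with a Rab9 promoter–luciferase construct, following 24 h compound exposure at 37 °C and 10 min reagent incubation at ambient temperature.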
KCNH2 3.1 block: inhibitors of human KCNH2 3.1 potassium channel isoform. U2OS KCNH2 3.1, thallium flux FluxOr; hits give low values. activity change, % (tested at about 1.8 µM). actives 0.95% (n = 340,000);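 active = maximum activity change below -70%; inconclusive = maximum activity change from -70% to -50%; inactive = maximum activity change above -50%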;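 also: thallium influx rate constant from kinetic fluorescence after stimulation buffer; % is scaled to controls: 0 for no effect and ±100 for the full control effect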
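Kinetic fluorescence (2 min after stimulation buffer) measures Tl+ influx through KCNH2 3.1 expressed by viral transduction in U2OS cells; the rate constant is normalized against DMSO controls serving as positive and negative references.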
Mito fusion yeast: inhibitors of mitochondrial division or activators of mitochondrial fusion; S. cerevisiae fusion-defective mutant growth rescue, CellTiterGlo 48 h; Potency, µM (titrated, usually from 46.1 µM), inactives show at the highest dose growth rescue (activation), hits mostly activators; actives 0.23% (n = 320,000); AID 485298;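 also: potency is read from the fitted curve at half-maximal effect; % of control where 0% means no effect; nearly all actives have a fitted effect of over 45% in size; temperature-sensitive fusion mutants such as fzo1-1 at 37 °C on non-fermentable ethanol glycerol medium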
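S. cerevisiae fusion-defective temperature-sensitive mutants (e.g. fzo1-1, mgm1-5) grown 48 h at 37C in YPEG (ethanol/glycerol non-fermentable) medium with 23 nl compound per well; growth rescue read as CellTiterGlo luminescence.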
Menin MLL FP TR: menin-MLL binding inhibition, Texas Red mutant peptide | O00255 | Menin + Texas Red MLL mutant peptide, fluorescence polarization | Potency, µM (highest dose often 61.6 µM), without a hit: top-dose FP activity change, negative = inhibition, actives largely listed as inhibitors | actives 0.23% (n = 270,000) | AID 1768; active = well fitted inhibition curve with a large enough effect in the polarisation, with a control signal flat, not every such curve was filed as active; inconclusive = small, poorly fitted or top-dose-only effect, or effect the other way, or a change in a side signal; inactive = no such curve, though single readings can be large or run the other way; the % refers to the polarisation; also: potency is read from the fitted curve at half-maximal effect; % of control where 0% means no effect; many of its hits are not listed in these tables
FLuc modulator: counter-screen for miR-21 project: firefly luciferase inhibitors or activators | P08659 | Potency, µM (titrated, usually from 57.5 µM), inactives show at the top dose activity change, negative = inhibition, actives largely listed as inhibitors | actives 6.9% (n = 360,000) | purified FLuc, Km substrates, luminescence inhibition;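 also: potency is read from the fitted curve at half-maximal effect; plate controls were vehicle for no effect and reference inhibitor for full effect; nearly all actives have a fitted effect of over 55% in size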
Target sequence (P08659 whole entry, looked up): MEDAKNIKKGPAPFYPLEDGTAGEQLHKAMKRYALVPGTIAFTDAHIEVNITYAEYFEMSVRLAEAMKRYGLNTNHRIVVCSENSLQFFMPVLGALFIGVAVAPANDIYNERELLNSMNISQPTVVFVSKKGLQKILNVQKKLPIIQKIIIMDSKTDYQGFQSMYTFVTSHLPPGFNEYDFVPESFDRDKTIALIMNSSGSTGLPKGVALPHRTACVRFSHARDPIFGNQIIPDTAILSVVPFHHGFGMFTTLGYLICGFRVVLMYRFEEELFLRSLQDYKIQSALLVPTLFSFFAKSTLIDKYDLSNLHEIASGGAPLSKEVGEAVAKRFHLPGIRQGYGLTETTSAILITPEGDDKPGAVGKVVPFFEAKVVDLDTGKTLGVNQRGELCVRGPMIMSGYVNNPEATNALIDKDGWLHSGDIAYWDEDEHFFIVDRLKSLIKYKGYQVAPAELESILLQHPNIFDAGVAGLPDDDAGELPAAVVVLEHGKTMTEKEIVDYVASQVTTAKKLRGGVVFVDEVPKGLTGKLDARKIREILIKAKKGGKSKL
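Purified P. pyralis luciferase, 10 nM final, with Km-level 10 uM D-luciferin and 10 uM ATP in 50 mM Tris acetate pH 7.5, 10 mM Mg acetate, 0.01% Tween-20, 0.05% BSA; 6-point qHTS titration about 60 µM downward; luminescence read.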
NPC1 prom act: activators of NPC1 promoter | Huh7 NPC1 promoter luciferase reporter, 24 h | actives 2.4% (n = 320,000) | Potency, µM (series often up to 9.22 µM), for inactives: at the highest dose activation, hits mostly activators;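 also: potency is read from the fitted curve at half-maximal effect; % of control where 0% means no effect; nearly all actives have a fitted effect of over 60% in size; reporter is driven by a mutant NPC1 promoter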
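Quantitative HTS used a cell-based reporter: Huh7 cells stably bearing the NPC1 promoter upstream of luciferase were treated with compounds for 24 h, and promoter activation was read as luminescence.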
RORg inh: inhibitors of mouse ROR gamma transcriptional activity; Drosophila S2 Gal4-RORgamma UAS-luciferase reporter, 20 h; Potency, µM (doses to about 53.6 µM), without a hit: top-dose activity change, negative = inhibition, actives largely listed as inhibitors; actives 5.4% (n = 310,000); also: potency is read from the fitted curve at half-maximal effect; % is scaled to controls: 0 for no effect and ±100 for the full control effect; nearly all actives have a fitted effect of over 60% in size
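Drosophila Schneider cells stably carrying a metallothionein-driven Gal4 DBD–ROR gamma fusion and a UAS-Photinus luciferase reporter were exposed to compound for 1 hr, then induced with copper sulfate (700 uM final) for 20 hr at ambient temperature before luminescence reading.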
PKM2 activator: activators of human pyruvate kinase M2. purified PKM2, Kinase-Glo ATP luminescence, activation; response scale: 0% is enzyme alone, no compound. Potency, µM (doses to about 57.5 µM), for the others: at the highest dose activation, actives largely listed as activators. actives 0.34% (n = 260,000). AID 1631; also: potency is read from the fitted curve at half-maximal effect; % is scaled to controls: 0 for no effect and ±100 for the full control effect; nearly all actives have a fitted effect of over 55% in size
Target sequence (P14618 whole entry, looked up): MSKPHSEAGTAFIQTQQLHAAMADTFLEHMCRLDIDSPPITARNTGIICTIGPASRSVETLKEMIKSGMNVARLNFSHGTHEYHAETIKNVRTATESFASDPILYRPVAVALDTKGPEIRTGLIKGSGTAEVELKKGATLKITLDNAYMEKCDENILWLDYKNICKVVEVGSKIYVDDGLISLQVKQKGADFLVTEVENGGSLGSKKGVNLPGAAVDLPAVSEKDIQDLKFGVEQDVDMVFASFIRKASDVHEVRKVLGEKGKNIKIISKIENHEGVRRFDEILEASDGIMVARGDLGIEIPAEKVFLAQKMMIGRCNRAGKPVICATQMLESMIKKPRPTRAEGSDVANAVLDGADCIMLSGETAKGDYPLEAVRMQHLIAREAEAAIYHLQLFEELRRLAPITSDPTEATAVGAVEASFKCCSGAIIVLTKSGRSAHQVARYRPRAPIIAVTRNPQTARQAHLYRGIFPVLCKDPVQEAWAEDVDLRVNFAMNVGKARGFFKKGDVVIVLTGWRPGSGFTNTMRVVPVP
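Purified hPK-M2 (>95% pure) converted ADP (0.1 mM final) to ATP with 0.5 mM PEP in 50 mM imidazole pH7.2, KCl, MgCl2, Tween 20, BSA; 1 h at room temperature. ATP detected by Kinase-Glo luminescence.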
Gal4-VP16 FLuc: counter-screen for ROR gamma inhibitors: Gal4-VP16 reporter; Drosophila S2 Gal4-VP16 UAS-luciferase, luminescence, 20 h; Potency, µM (titrated, usually from 53.6 µM), without a hit: at the top dose activity, negative = inhibition, most hits filed as inhibitors; actives 3.5% (n = 310,000); AID 2546;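 also: Gal4-VP16 expression switched on by copper sulfate through the metallothionein promoter; potency is read from the fitted curve at half-maximal effect; % is scaled to controls: 0 for no effect and ±100 for the full control effect; nearly all actives have a fitted effect of over 50% in size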
ELG1 repair inh: ELG1-dependent DNA repair inhibition. HEK293T ELG1-luciferase reporter, luminescence, 16 h; DNA damage induced by 5-fluorouridine. Potency, µM (titrated, usually from 46.1 µM), inactives show top-dose activity change, negative = inhibition, usual class: inhibitors. actives 2.3% (n = 330,000). AID 504467; also: potency is read from the fitted curve at half-maximal effect; % is scaled to controls: 0 for no effect and ±100 for the full control effect; nearly all actives have a fitted effect of over 55% in size
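Reporter activity after DNA damage by 5-fluorouridine is monitored. Compound-treated cells incubate 16 hr at 37 °C, then ONE-Glo is added for 30 min before luminescence reading.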
MBNL1-CUG inh: blocks human MBNL1 binding to CUG repeat RNA | Q9NR56 | TR-FRET MBNL1-His/biotin-(CUG)12 binding, 665/545 ratio | Potency, µM (titrated, usually from 57.5 µM), inactives show at the top dose activity change, negative = inhibition, usual class: inhibitors | actives 0.036% (n = 280,000); active = well fitted inhibition curve with a large enough effect in the signal ratio, with a control signal flat, not every such curve was filed as active; inconclusive = small, poorly fitted or top-dose-only effect, or effect the other way, or a change in a side signal; inactive = no such curve, though single readings can be large or run the other way; the % refers to the signal ratio; also: potency is read from the fitted curve at half-maximal effect; % is scaled to controls: 0 for no effect and ±100 for the full control effect
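His-tagged MBNL1 binding to biotinylated (CUG)12 RNA was measured by TR-FRET using terbium anti-His antibody (0.055 ng/ul final) and streptavidin-XL665 (5 nM final). Compounds were titrated 92 nM to 58 uM; 60 min at room temperature.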
* hit, by the source's call; ? = inconclusive; nt = not tested or not shown; [ ] = remark or other dose. Unless noted, calls follow the shape of the dose curve; as a rule, active = well fitted curve in the direction sought with a large enough effect; inconclusive = small, poorly fitted or top-dose-only effect, or another doubt; inactive = no such curve, though single readings can be large; an effect the other way counts as inactive or inconclusive.

SMILES	Rab9 promoter act	KCNH2 3.1 block	Mito fusion yeast	Menin MLL FP TR	FLuc modulator	NPC1 prom act	RORg inh	PKM2 activator	Gal4-VP16 FLuc	ELG1 repair inh	MBNL1-CUG inh
Cc1cc(C2=NNC(=NC3CC3)SC2)c(C)n1Cc1ccco1	-50%[inhibitor]	15	0%	-12%	0.12µM*	-34%[inhibitor]	?	-2%	-3%	?	-26%
C/C=C(\C)CN1CCC(n2nccc2NC(=O)CCOc2ccccc2)CC1	1%	nt	3%	-6%	0%	3%	2%	-2%	2%	-3%	1%
O=C(Cc1ccccc1)NCC(=O)OCC(=O)c1ccc([N+](=O)[O-])cc1	0%	0	-1%	-9%	-2%	-2%	1%	0%	-18%	0%	?
O=C1S/C(=C\c2ccc(O)c([N+](=O)[O-])c2)C(=O)N1c1ccccc1Cl	-2%	19	-18%	?	?	-1%	-44%	7%	-18%	?	?
CCc1ccc(NC(=O)CSc2ccc(-c3sc(C)nc3C)nn2)cc1	-13%	1	-1%	nt	?	-2%	-2%	5%	-10%	?	28%
Cc1ccc(C(=O)N(Cc2nc(-c3ccc(C)cc3)no2)C(C)C)cc1	6%	-2	3%	0%	-1%	-2%	15%	1%	6%	-17%	18%
Cc1ccc(S(=O)(=O)c2ccc(Cl)cc2)cc1S(=O)(=O)N(C)CC(=O)O	-4%	-3	0%	16%	0%	0%	40%	4%	-5%	0%	-8%
C=C1N(c2ccccc2)C(=O)OC1(C)C	2%	19	-4%	9%	1%	1%	2%	-4%	-2%	?	4%
NC(=O)c1ncc(C(F)(F)F)cc1Oc1cccc(F)c1	5%	-1	-2%	16%	1%	-2%	-5%	2%	-1%	0%	-6%
Cc1ccc(C(=O)Nc2ccccc2C(=O)N2CCCC2)cc1[N+](=O)[O-]	-4%	-6	7%	8%	-4%	-3%	24%	-6%	2%	-11%	nt
Nc1c2c(nc3ccccc13)N(C1CCCCC1)CC2	-11%	3	-3%	3%	-1%	-1%	-46%	-10%	-1%	-5%	?
COc1ccc(NC(=O)CCC(=O)Nc2nnc(C3CCCCC3)s2)c(OC)c1	-3%	-5	-7%	?	5%	2%	-27%	nt	0%	7%	-5%
O=C(CN1C(=O)NC2(CCCC2)C1=O)NCCc1ccc(Cl)cc1Cl	-3%	-23	0%	nt	nt	-1%	nt	nt	nt	-11%	nt
Cc1ccc(SCc2nc3ccccc3[nH]2)cc1	?	3	-4%	-14%	6µM*	2.2µM*	?	-10%	-15%	?	-10%
CC(=O)OC1CC(C)(C)N(OC(=O)c2ccccc2)C(C)(C)C1	-1%	-9	7%	-12%	4%	3%	-37%	-6%	17%	-2%	6%
CCC(C)NC(=O)c1cc(Sc2nnc(C)s2)nc2ccccc12 (centres undefined)	-1%	nt	1%	-12%	-1%	1%	1%	7%	3%	-7%	10%
Cc1nc(SCN2C(=O)c3ccccc3C2=O)n[nH]1	1%	3	-1%	-4%	-1%	1%	-36%	0%	-11%	?	4%
O=C(CNC(=O)c1ccco1)OCc1ccc(C(=O)Oc2ccccc2)cc1	-2%	1	6%	5%	?	0%	37%	6%	-3%	13%	-13%
COCCn1cc(C(=O)N2CCC(C)CC2)c2c3ccccc3n(C)c2c1=O	-2%	-9	5%	?	-5%	-2%	17%	-10%	2%	-7%	8%
COc1ccccc1CN(C(=O)c1cnccn1)C(C(=O)NC1CCCCC1)c1cc(OC)c(OC)c(OC)c1 (centres undefined)	1%	16	-3%	nt	3%	-3%	3%	nt	-5%	3%	-5%
CCOC(=O)c1c(C)[nH]c(C)c1C(=O)COC(=O)c1cccc(S(=O)(=O)NC)c1	-2%	20	0%	6%	2%	3%	14%	3%	2%	?	-4%
Cn1c(=O)c2c(ncn2CC(=O)OCC(=O)NCCc2ccccc2)n(C)c1=O	-3%	-7	-5%	nt	6%	-5%	nt	nt	nt	-2%	nt
Cc1cccc(NC(=O)C(C)N2C(=O)C3C4CC(C(Br)C4Br)C3C2=O)c1 (centres undefined)	9%	-22	10%	24%	2%	0%	-1%	4%	0%	?	7%
CSc1nc(NNC=O)cc(Oc2ccc(NC(C)=O)cc2)n1	-1%	6	0%	6%	4%	-1%	1%[1.91 µM]	-6%	-3%	-2%	-5%
CC(C)(C)OC(=O)CC1(C#N)c2ccccc2C(Br)=CN1C(=O)c1ccccc1 (centres undefined)	0%	-26	?	nt	4%	-2%	nt	nt	nt	-1%	nt
Continued.
SMILES	Rab9 promoter act	KCNH2 3.1 block	Mito fusion yeast	Menin MLL FP TR	FLuc modulator	NPC1 prom act	RORg inh	PKM2 activator	Gal4-VP16 FLuc	ELG1 repair inh	MBNL1-CUG inh
CCOc1ccccc1CN(Cc1ccco1)S(=O)(=O)c1ccc(-n2cnnn2)c(OC)c1	-5%	6	17%	4%	11%	-12%	-2%[0.365 µM]	-2%	nt	?	-13%
Clc1ccc2nc(CSc3nncn3-c3ccccc3)cn2c1	1%	9	-2%	13%	5%	-2%	30%	0%	0%	-3%	3%
Cc1nn(C)cc1CNC(=O)Nc1ccc(Cl)cc1	?	-7	-2%	10%	?	24%	41%	8%	9%	?	17%
COc1ccccc1Cn1c(CCCO)nc2ccccc21	-3%	0	-6%	-9%	-10%	0%	-31%	1%	13%	-18%	-3%
Cc1ccc2c(c1)N(C(=O)CCC(=O)NCc1cccc(Br)c1)CC(C)O2 (centres undefined)	5%	6	-21%	14%	1%	-5%	?	1%	3%	-12%	-8%
CCc1noc(C)c1C(=O)Nc1cc(S(=O)(=O)N(CC)CC)ccc1N1CCCC1	2%	2	-1%	nt	0%	-2%	nt	nt	nt	-20%	nt
Cn1cccc1/C=N/NC(=O)Cc1ccccc1	9%	10	-3%	nt	-9%	-2%	9%	-6%	7%	14%	?
O=C(Nc1cc([N+](=O)[O-])ccc1N1CCCC1)c1ccccc1	0%	4	1%	1%	-2%	-2%	-7%	0%	-7%	4%	?
COc1cc(C(=O)NCc2ccc(C)cc2)ccc1OC(F)F	-3%	-5	-3%	-7%	2%	-2%	?	6%	-16%	-8%	-2%
Fc1ccc(CNC(=S)Nc2cccc(Cl)c2)cc1	-2%	-4	-8%	?	0%	-1%	5.6µM*	0%	11µM*	10%	-10%
CCC(C)n1ncn(-c2ccc(N3CCN(c4ccc(OC)cc4)CC3)cc2)c1=O (centres undefined)	0%	-10	17%	-6%	1%	0%	9%	-20%	-5%	0%	-6%
CNc1cc(-n2nc(C)cc2-c2ccccc2)ncn1	-8%	-4	-1%	1%	0%	0%	-21%	-15%	1%	1%	11%
C=C1CCC[C@]2(C)C[C@H]3OC(=O)C(CN4CCCCC4CO)[C@H]3CC12 (some centres undefined)	1%[1.84 µM]	11	5%	?	-3%	-4%	?	nt	?	10%	-12%
CCCN(CC(=O)Nc1ccccc1OC)C(=O)Cc1ccc2c(c1)CCC2	-5%	3	12%	nt	1%	-1%	nt	nt	nt	0%	nt
COc1ccc(OC)c(Cc2nnc(CCC(=O)NC3CCCC3)o2)c1	-5%	23	-5%	-19%	-2%	-4%	13%	2%	22%	-5%	-7%
CCCN1CCN(C(=S)Nc2sc(CC)cc2C(=O)OC)CC1	-6%	-12	-4%	-7%	-3%	-2%	-22%	-24%	9%	0%	0%
COc1ccc(C(=O)COC(=O)CCN2C(=O)[C@@H]3[C@H](C2=O)[C@@H]2C[C@H]3C(Br)C2Br)cc1 (some centres undefined)	-1%	18	1%	7%	-5%	0%	10%	-16%	-8%	10%	-9%
Cc1ccccc1NC(=O)CSC(N)=O	14%	-1	-18%	8%	1%	2%	-97%	-4%	?	-14%	-7%
Brc1ccc(-c2cn3cccnc3n2)cc1	2.2µM*	3	9%	0%	8.5µM*	?	30%	-4%	-5%	?	26%
O=C(NC12CC3CC(CC(C3)C1)C2)N1CCN(C2CCCCC2)CC1	-2%	-39	-4%	?	-6%	-2%	-17%	-2%	-4%	-6%	0%
CN1C(=O)c2ccccc2C(C(=O)NCCCN2CCCC2=O)C1c1c[nH]c2ccccc12 (centres undefined)	-3%	-3	-2%	-6%	6%	-1%	18%	-3%	4%	0%	-8%
O=C(NC1CCCCC1)c1ccc(CS(=O)(=O)c2ccc(Cl)cc2)o1	0%	-10	1%	nt	-1%	1%	34%	nt	-28%	-2%	-10%
CCCNC(=O)C1(S(=O)(=O)c2ccccc2)CC=CC1	-2%	-6	1%	-25%	-4%	-3%	19%	1%	12%	5%	1%

These rows are one share of the data; rates above refer to the full screens.
